DAGLB inhibitor: blocks human DAGLB lipase activity. HEK293T DAGLB membrane lysate, EnzChek fluorogenic substrate. AID 504411. inhibition, % at 5.17 µM. hit rate 0.059% among 340,000; in the data active = inhibition above about 34%;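 also: 0% = enzyme with vehicle and 100% = wells lacking enzyme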
Rtt109 HAT inh: blocks Candida albicans Rtt109/Vps75 acetyltransferase activity; hit rate 0.16% among 330,000; inhibition, % at 34.9 µM; purified Rtt109/Vps75, ThioGlo CoA-SH fluorescence, 4 h; Q5AAJ8; AID 540336;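 active = inhibition of at least 50% in every replicate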
Target sequence (Q5AAJ8 whole entry, looked up): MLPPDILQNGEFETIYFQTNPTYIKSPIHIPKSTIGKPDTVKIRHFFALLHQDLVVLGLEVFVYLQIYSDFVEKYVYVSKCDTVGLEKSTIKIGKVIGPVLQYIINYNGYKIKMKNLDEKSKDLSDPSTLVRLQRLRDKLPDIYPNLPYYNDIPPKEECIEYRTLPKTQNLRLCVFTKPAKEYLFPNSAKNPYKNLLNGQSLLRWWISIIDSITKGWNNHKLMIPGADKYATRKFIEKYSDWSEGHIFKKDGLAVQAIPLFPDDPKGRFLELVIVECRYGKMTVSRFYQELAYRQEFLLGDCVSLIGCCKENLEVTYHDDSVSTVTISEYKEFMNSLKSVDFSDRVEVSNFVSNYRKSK
Wnt bcat act: Wnt/beta-catenin pathway activation; AID 743398; hit rate 1.2% among 300,000; activation, % at 9.35 µM; Wnt/beta-catenin reporter cell assay, activator, plate reader; in the data active = activation above about 30%, passing the limit was not always enough;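 also: 0% = neutral control wells and 100% = positive control wells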
PvdQ inh: blocks Pseudomonas aeruginosa PvdQ acylase activity | purified PvdQ acylase, fluorescence plate reader | inhibition, % at 10 µM | hit rate 0.063% among 340,000; in the data active = inhibition above about 30%, passing the limit was not always enough;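 also: 0% = vehicle neutral wells and 100% = reference inhibitor wells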
AddAB inh: less growth of phage-infected E. coli with AddAB | hit rate 0.29% among 330,000 | AID 435030 | inhibition, % at 11.9 µM | E. coli expressing H. pylori AddAB, absorbance growth; in the data active = inhibition above about 12%;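 also: 0% = vehicle wells of infected cells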
CAL PDZ FP: blocks peptide binding to human CAL PDZ domain. Q9HD26. purified CAL PDZ, TMR-peptide fluorescence polarization, 1 h. inhibition, % at 20 µM. hit rate 0.02% among 330,000. AID 504414;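 active = highest replicate inhibition of at least 40%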;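 also: plate controls were DMSO neutral control wells for no effect and unlabeled competitor peptide control wells for full effect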
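System: purified tagged CAL PDZ domain construct (CerCALP). Schedule: 1 h incubation at room temperature before polarization reading. Medium: 25 mM sodium phosphate pH 7.4, 150 mM NaCl, TCEP, IgG, Thesit. Read-out: percent inhibition from loss of millipolarization. Measured by: FP readout, S and P plane fluorescence. Probe or stimulus: fluorescent TMR peptide probe.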
Ecoli viability: counter-screen for AddAB inhibitors: E. coli growth inhibition | hit rate 0.27% among 330,000 | E. coli V3065 growth, OD600 absorbance, 18 h | inhibition, % at 11.9 µM;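 active = inhibition above the campaign's mean inhibition across all tested compounds plus 3 SD, cut at about 9.9% in these data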;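 also: uninfected addAB+ strain grown without phage in ampicillin broth; 0% = DMSO wells and 100% = ciprofloxacin 0.95 µg/ml wells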
phage Ecoli inh: E. coli growth loss with phage present | growth absorbance | inhibition, % at 11.9 µM | hit rate 0.26% among 360,000 | AID 651602; in the data active = inhibition above about 11%
Tat export inh: blocks Tat-dependent protein export in E. coli | inhibition, % at 10 µM | E. coli MC4100 TorA-mCherry Tat export, fluorescence | hit rate 0.036% among 340,000;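 active = mean replicate inhibition at least 50% and at least half of replicates individually reaching 50%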;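 also: exported cargo escapes ClpAP degradation while cytoplasmic cargo is degraded and loses fluorescence; 0% = median of neutral control wells and 100% = median of NaSCN control wells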
PfHsp90 yeast 2: reduces growth (ATP signal) of yeast expressing P. falciparum Hsp90; S. cerevisiae expressing PfHsp90, BacTiter-Glo ATP, 48 h; yeast lacking PDR1 and PDR3 efflux regulators; hit rate 0.32% among 310,000; AID 504621; inhibition, % at 9.4 µM;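 active = every replicate shows inhibition above about 80%, whatever the replicate mean, limit read from the data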;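 also: 0% = DMSO neutral controls and 100% = 20 µM radicicol positive controls; yeast relying on Plasmodium falciparum Hsp90 in place of its own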
* = called active by the depositor; . = not tested or not shown.

SMILES	DAGLB inhibitor	Rtt109 HAT inh	Wnt bcat act	PvdQ inh	AddAB inh	CAL PDZ FP	Ecoli viability	phage Ecoli inh	Tat export inh	PfHsp90 yeast 2
Cc1cc(C)c(S(=O)(=O)NCC2CCC(C(=O)NCCCN3CCOCC3)CC2)c(C)c1 (configuration not stated)	3	10	-4	-8	.	-0.8	.	1.4	-6	2
NC(Cc1c[nH]c2ccccc12)C(=O)NCc1ccco1 (configuration not stated)	-2	8	-1	-5	3.2	0.8	1.0	2.1	-15	5
O=C1CCC([N+](=O)[O-])C(c2ccc(F)c(Br)c2)N1 (configuration not stated)	-1	5	0	-15	-0.8	0.5	-3.0	-1.3	4	27
CCOc1ccc(/C=C\C(C)=N\O)cc1	-1	14	27	17	2.4	-1.7	1.6	0.3	-9	-11
CCCCNC(=O)C1CCN(C/C(C)=C/c2ccccc2)CC1	0	-2	.	-6	1.3	1.0	-1.6	-0.2	0	2
COc1ccc(NC(=O)c2cccc(S(=O)(=O)N3CCCCCC3)c2)cc1	-2	-1	-2	-8	0.2	-1.6	0.3	0.5	-3	26
COc1cccc(NC(=O)CCSc2ccc(C)cc2)c1	-3	3	.	5	2.2	0.0	3.0	5.2	12	-10
Cc1cc(-c2ccc(C)c(S(=O)(=O)NCCCN3CCN(c4ccccc4)CC3)c2)on1	1	12	-5	-7	-1.3	-3.2	-1.9	1.6	-7	-5
COc1ccc(Cl)cc1NC(=O)CNC(c1ccccc1)c1ccccc1	-9	18	-2	15	-0.1	-2.7	0.4	2.8	18	-23
C=CCNC(=O)c1scc2c1CCCC2	-1	-3	0	-11	0.7	-1.0	-1.3	4.0	-9	2
CCn1c(=O)n(CC(=O)Nc2ccc(F)cc2)c(=O)c2ccccc21	-4	.	-1	9	2.1	-1.3	0.1	4.2	1	23
CCN(CC)Cc1c(O)ccc2c(=O)c(-c3ccccc3)coc12	2	-11	2	-2	0.0	4.0	3.5	2.9	34	-19

Compound profiles (already shown). Order of screens: DAGLB inhibitor	Rtt109 HAT inh	Wnt bcat act	PvdQ inh	AddAB inh	CAL PDZ FP	Ecoli viability	phage Ecoli inh	Tat export inh	PfHsp90 yeast 2
C=CCNC(=O)c1scc2c1CCCC2 in the list: -1	-3	0	-11	0.7	-1.0	-1.3	4.0	-9	2
CCn1c(=O)n(CC(=O)Nc2ccc(F)cc2)c(=O)c2ccccc21 in the list: -4	.	-1	9	2.1	-1.3	0.1	4.2	1	23
Cc1cc(-c2ccc(C)c(S(=O)(=O)NCCCN3CCN(c4ccccc4)CC3)c2)on1 in the list: 1	12	-5	-7	-1.3	-3.2	-1.9	1.6	-7	-5

Reformatted bar-delimited: part of the list above
SMILES | DAGLB inhibitor | Rtt109 HAT inh | Wnt bcat act | PvdQ inh | AddAB inh | CAL PDZ FP | Ecoli viability | phage Ecoli inh | Tat export inh | PfHsp90 yeast 2
CCN(CC)Cc1c(O)ccc2c(=O)c(-c3ccccc3)coc12 | 2 | -11 | 2 | -2 | 0.0 | 4.0 | 3.5 | 2.9 | 34 | -19
CCCCNC(=O)C1CCN(C/C(C)=C/c2ccccc2)CC1 | 0 | -2 | . | -6 | 1.3 | 1.0 | -1.6 | -0.2 | 0 | 2

Additional entries follow.
SMILES	DAGLB inhibitor	Rtt109 HAT inh	Wnt bcat act	PvdQ inh	AddAB inh	CAL PDZ FP	Ecoli viability	phage Ecoli inh	Tat export inh	PfHsp90 yeast 2
COc1ccc(CNC(=O)CN2C(=O)NC(c3ccccc3)(c3ccccc3)C2=O)cc1	-2	6	-1	6	-0.7	-0.7	0.0	4.9	-2	1
COc1ccccc1Oc1ccc(-c2cnc3ccccc3n2)cc1[N+](=O)[O-]	.	-14	1	-8	6.7	-1.5	2.5	4.7	-2	-23
CN(c1ccccc1)S(=O)(=O)c1cccc(C(=O)OCC(=O)NCc2ccc3c(c2)OCO3)c1	-6	9	-2	21	3.3	-2.8	-0.1	1.2	-1	-1
COc1ccc(N2CCN(C(c3nnnn3C3CCCC3)C(C)C)CC2)cc1 (configuration not stated)	2	5	-2	-14	-0.2	-0.3	-2.0	0.1	4	-9
COc1cccc(C2=NOC(C(=O)Nc3cc(C)on3)C2)c1 (configuration not stated)	1	14	2	11	2.2	-1.0	-1.0	-1.1	-1	-1
COc1ccc(-c2ccc3c(c2)S(=O)(=O)c2cccc(C(=O)NCc4ccccc4Cl)c2C3=O)cc1OC	2	7	-2	-11	-4.2	-1.9	-5.9	0.4	4	.
C[N+]1(CCC(=O)c2ccccc2)CCCCC1	0	-8	.	-18	1.3	0.8	-2.5	4.0	-7	10
COc1ccc(C(=O)NC(C)c2nnc(SCc3ccc(Cl)c(Cl)c3)n2C)cc1 (configuration not stated)	-2	-6	.	0	1.7	-0.1	-3.6	2.9	-1	5
CC(C)CC(c1nnnn1Cc1ccccc1)N1CCC(C(N)=O)CC1 (configuration not stated)	0	-1	1	-14	0.0	-3.1	1.0	-1.2	9	-9
COc1ccc(NC(=S)N/N=C/c2cccn2Cc2ccc(F)cc2)cc1	-1	0	-3	-11	-1.7	0.4	0.2	0.6	0	-3
Cc1ccc(CNC(=O)C2(C)Oc3ccccc3NC2=O)cc1 (configuration not stated)	-3	39	-4	4	2.9	-1.0	1.2	-0.5	9	-14
COc1cc(C)c(CN2CCC(Oc3ccc(C(=O)N4CCCC4)cc3)CC2)cc1C	-3	8	2	4	2.5	-3.3	1.4	1.8	6	0
Cc1noc(NS(=O)(=O)c2ccc(NC(=O)c3ccc(Cl)c(S(=O)(=O)N(C)c4ccccc4)c3)cc2)c1C	10	6	0	-8	.	-4.4	.	1.9	-4	17

As entered above:
COc1ccccc1Oc1ccc(-c2cnc3ccccc3n2)cc1[N+](=O)[O-] in Tat export inh is entered as -2
NC(Cc1c[nH]c2ccccc12)C(=O)NCc1ccco1 (configuration not stated) in Ecoli viability is entered as 1.0
COc1ccc(CNC(=O)CN2C(=O)NC(c3ccccc3)(c3ccccc3)C2=O)cc1 in Rtt109 HAT inh is entered as 6

Outcome played no part in choosing rows. About 1.9% of those tested had a hit in this group.
